# High-throughput results deposited in PubChem by The Scripps Research Institute Molecular Screening Center.
# sPLA2-III inh: Inhibits HGIII-sPLA2 liposome hydrolysis, primary screen. Q9NZ20. QFRET BODIPY PC-A2 liposome hydrolysis, fluorescence. inhibition, % at 12.2 µM. 370,000 tested, 0.56% active;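 active means inhibition above mean plus 3 SD of compounds lying within the high and low control bounds, cut at about 19% in these data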;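 further: 0% = median of test compound wells and 100% = no enzyme DMSO wells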
# GAA850 FXN act: frataxin GAA850 promoter activation; HEK293 lucGAA850 FXN promoter luciferase reporter, 24 h; percent of 10 µM SAHA response; activation, % at 6 µM; 360,000 tested, 0.56% active;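 active means activation above the average of all compounds screened plus 3 SD, cutoff fixed separately per campaign, cut at about 7.5% in these data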;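 further: 0% = DMSO wells and 100% = 10 µM SAHA wells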
# hcDAF-12 act: H. contortus DAF-12 activation, primary screen; HEK293 hcDAF-12 lit1-tk-luc reporter, luminescence; 0% DMSO, 100% Δ7-dafachronic acid; activation, % at 6.8 µM; 370,000 tested, 1.4% active;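 active means activation above the mean of all tested compounds plus 3 SD, cut at about 5.5% in these data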;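 further: 100% = response to 3 µM Δ7-dafachronic acid high control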
# ssDAF-12 act: activates DAF-12 receptor from parasite S. stercoralis. activation, % at 6.8 µM. 370,000 tested, 1% active. HEK293 ssDAF-12/GRIP1 lit1-tk-luc reporter, luminescence; % of 3 µM dafachronic acid response. AID 652126;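 active means activation above the mean over all tested compounds plus 3 SD, cut at about 0.9% in these data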;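 further: 0% = DMSO-only wells and 100% = 3 µM delta7-dafachronic acid wells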
# DAX1 inh-1: inhibitors of DAX1 repression of SF-1 activated StAR promoter; HEK293T StAR-luciferase reporter, SF-1/DAX-1 repression relief; inhibition, % at 6.8 µM; AID 652010; 370,000 tested, 1.1% active;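 active means inhibition above the mean over all tested compounds plus 3 SD, cut at about 3.6% in these data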;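 further: 0% = DAX-1 cells with DMSO and 100% = cells lacking DAX-1 with DMSO; higher inhibition means more luminescence from relief of DAX-1 repression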
# ADAM17 inh: ADAM17 inhibition, QFRET primary screen | P78536 | recombinant ADAM17, EDANS/DABCYL FRET peptide cleavage | inhibition, % at 6.95 µM | 370,000 tested, 0.83% active | AID 720648;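 active means inhibition above the mean of compounds lying between control limits plus 3 SD, set per campaign, cut at about 8.5% in these data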;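 further: 0% = DMSO-only wells as the low control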
# hgDAF-12 ag: activates the H. glycines DAF-12 receptor ligand-binding domain. HEK293 GAL4-hgDAF12 UAS-luciferase reporter, agonist luminescence; normalized to butyrate control. activation, % at 6.8 µM. 370,000 tested, 1.8% active;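 active means activation above a cutoff set at the mean of all screened compounds plus 3 SD, cut at about 10% in these data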;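 further: 0% = DMSO wells and 100% = sodium butyrate wells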
# ADAM10 inh: inhibits human ADAM10; inhibition, % at 7 µM; AID 720582; O14672; recombinant ADAM10, EDANS/DABCYL FRET peptide cleavage, 3 h; 370,000 tested, 0.62% active;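 active means inhibition above a per-campaign cutoff equal to the mean of compounds falling between control-based bounds plus 3 SD, cut at about 20% in these data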;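 further: 0% = DMSO wells while the 100% control is not disclosed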
# PLCg1 inh: inhibitors of human phospholipase C gamma1. P19174. purified PLC-gamma1, fluorogenic substrate, fluorescence. inhibition, % at 12.2 µM. 370,000 tested, 0.84% active; in the data active means inhibition above about 9.5%
# Target sequence (P19174 whole entry, looked up): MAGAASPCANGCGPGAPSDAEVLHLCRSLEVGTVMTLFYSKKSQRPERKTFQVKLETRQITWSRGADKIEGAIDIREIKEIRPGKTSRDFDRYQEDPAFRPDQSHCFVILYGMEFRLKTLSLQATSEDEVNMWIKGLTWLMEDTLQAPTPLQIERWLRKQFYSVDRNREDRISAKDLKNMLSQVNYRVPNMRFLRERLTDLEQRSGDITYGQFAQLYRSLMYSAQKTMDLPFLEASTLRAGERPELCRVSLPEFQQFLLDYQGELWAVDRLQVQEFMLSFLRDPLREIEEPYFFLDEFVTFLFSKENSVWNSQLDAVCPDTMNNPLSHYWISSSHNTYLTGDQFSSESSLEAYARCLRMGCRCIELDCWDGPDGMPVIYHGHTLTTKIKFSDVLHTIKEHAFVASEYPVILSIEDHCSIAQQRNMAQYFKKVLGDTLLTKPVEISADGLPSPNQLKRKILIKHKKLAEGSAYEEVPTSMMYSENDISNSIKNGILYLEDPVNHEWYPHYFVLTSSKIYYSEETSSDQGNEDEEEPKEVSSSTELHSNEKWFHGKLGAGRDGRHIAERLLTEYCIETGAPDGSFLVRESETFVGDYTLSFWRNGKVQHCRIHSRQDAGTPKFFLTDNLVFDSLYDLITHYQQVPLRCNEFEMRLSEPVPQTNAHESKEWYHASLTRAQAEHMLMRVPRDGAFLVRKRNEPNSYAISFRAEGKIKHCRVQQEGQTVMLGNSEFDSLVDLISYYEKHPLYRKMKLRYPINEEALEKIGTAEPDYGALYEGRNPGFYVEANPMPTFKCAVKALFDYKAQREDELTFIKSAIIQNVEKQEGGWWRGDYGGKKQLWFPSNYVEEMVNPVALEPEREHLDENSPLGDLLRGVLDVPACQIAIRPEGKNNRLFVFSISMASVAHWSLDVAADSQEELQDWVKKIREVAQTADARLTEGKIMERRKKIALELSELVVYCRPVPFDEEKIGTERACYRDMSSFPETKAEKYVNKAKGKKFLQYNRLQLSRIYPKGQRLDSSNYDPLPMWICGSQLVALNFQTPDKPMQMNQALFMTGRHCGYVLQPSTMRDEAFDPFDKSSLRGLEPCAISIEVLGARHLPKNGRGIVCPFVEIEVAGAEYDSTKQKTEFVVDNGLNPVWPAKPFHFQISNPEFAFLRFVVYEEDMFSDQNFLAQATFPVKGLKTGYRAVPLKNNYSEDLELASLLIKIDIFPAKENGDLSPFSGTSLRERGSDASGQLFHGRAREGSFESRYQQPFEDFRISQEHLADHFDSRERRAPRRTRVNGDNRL
# PLC-beta3 inh: inhibitors of human phospholipase C beta3; Q01970; inhibition, % at 12.2 µM; Purified PLC-beta3, fluorogenic substrate, fluorescence; AID 720704; 370,000 tested, 0.18% active; in the data active means inhibition above about 11%;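 further: 0% = median of compound wells on plate and 100% = full blocker control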
# DAX1 inh-2: inhibits human nuclear receptor DAX1; P51843; HEK293 Gal4-DAX1 luciferase reporter, luminescence; inhibition, % at 6.75 µM; 340,000 tested, 0.99% active; AID 504766;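 active means inhibition above the mean over all tested compounds plus 3 SD, cut at about 4.2% in these data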;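 further: 0% = DAX1-transfected cells with DMSO and 100% = empty-vector control cells with DMSO; inhibition shows as a rise in luminescence from relieved DAX1 repression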
# The depositor's hits bear a star; / = no result given.
SMILES,sPLA2-III inh,GAA850 FXN act,hcDAF-12 act,ssDAF-12 act,DAX1 inh-1,ADAM17 inh,hgDAF-12 ag,ADAM10 inh,PLCg1 inh,PLC-beta3 inh,DAX1 inh-2
COc1ccc(CNC(=O)COC(=O)c2ccc(C(=O)c3ccccc3)cc2)cc1,-21,-0.1,-0.1,0.1,0.6,2,-2.3,6,7,-2,-0.6
COc1ccc(/C=C2\SC(=S)N(CCC(=O)N3CCOCC3)C2=O)cc1,-4,4.3,-1.6,-1.2,-1.1,1,-1.0,1,4,-4,1.9
COCCn1c(SCC(=O)c2cc(C)n(C)c2C)nc2ccccc2c1=O,-3,3.5,-0.2,-1.8,-0.6,2,2.9,7,3,-5,0.7
O=c1nc(SCc2c(F)cccc2Cl)nc(-c2ccc(Cl)cc2)[nH]1,-7,0.7,0.9,-1.8,0.5,1,1.9,1,-2,-8,0.4
Cc1ccc(S(=O)(=O)NC(=O)c2ccccc2)cc1C(C)C,1,1.2,-1.6,-0.6,0.2,-5,1.3,3,-1,-2,-0.4
CCN1C(=O)NC(c2ccccc2)(c2ccccc2)C1=O,19,1.9,-1.5,-0.2,1.2,-8,-1.9,-2,-2,0,-0.6
CCOc1ncccc1C(=O)OCc1cc(=O)oc2c(C)c(C)ccc12,-2,2.8,-1.0,-1.4,0.8,0,1.8,8,4,3,0.2
CC(=O)N1CCc2cc(NS(=O)(=O)c3cccs3)ccc21,9,-2.6,-0.8,-0.7,0.7,-2,1.1,-13,-3,0,-0.1
CCOC(=O)c1c(C)[nH]c(C)c1C(=O)COC(=O)[C@@H](NC(=O)c1ccco1)C(C)C,1,1.8,-1.3,-0.7,-1.4,1,-0.6,5,-1,-3,-0.4
COc1ccc(CN(Cc2ccc(C(=O)O)cc2)C(=S)Nc2ccccc2F)cc1OC,-8,1.2,-0.4,-1.5,-0.6,2,-1.9,-2,0,1,0.6
Cc1ccc(C(=O)NCCSc2ccccc2)cc1S(=O)(=O)Nc1ccccc1,-51,-1.6,-2.3,-2.0,0.4,8,-1.1,17,5,2,-0.7
O=C(COc1cccnc1[N+](=O)[O-])N1CCN(S(=O)(=O)c2ccc3ccccc3c2)CC1,-4,1.9,-2.0,-0.1,-0.4,-3,-1.6,-4,2,0,-0.5
COC(=O)c1ccc(-c2noc(CN(C)Cc3ccncc3C)n2)cc1,-7,1.1,0.2,-0.6,0.1,0,-1.0,2,-1,-3,0.4
O=C(NCCc1nnc2ccc(N3CCCCCC3)nn12)c1ccccc1F,6,-0.2,-2.4,-1.1,1.4,-4,-2.1,5,-4,-7,0.4
C=CCn1c(SCC(=O)NC2CC2)nc2sc(CC)cc2c1=O,0,0.6,-2.4,-1.5,-0.4,-2,1.1,-9,0,-4,0.1
CCOC(=O)c1cnn(-c2ccccc2)c1-n1cccc1C(=O)C(=O)Nc1ccccc1,-14,0.8,-0.7,-0.8,0.7,6,2.6,10,0,3,-0.4
CC(C)CCOc1cccc(OCC(=O)Nc2ccncc2)c1,-9,-1.2,-3.8,-2.1,-1.5,-2,-6.4,5,-2,-8,-4.2
CN(Cc1ccno1)C(=O)CC1C(=O)NCCN1CC(c1ccccc1)c1ccccc1 (centres undefined),-4,-1.6,0.1,-1.7,-0.1,-1,3.8,-10,-8,-16,-1.2
COc1ccc(CC(=O)NCCc2ccc(OC)c(OC)c2)cc1,-3,0.3,-1.3,-0.8,0.2,-38,0.3,4,3,-2,0.5
C[C@@H]1CN([C@H](C)CO)C(=O)CCCn2nncc2CO[C@H]1CN(C)Cc1ccc(C(=O)O)cc1,10,0.3,-0.9,-0.9,-0.5,-4,-1.2,-1,1,4,-0.7
O=C(N/C(=C\c1ccc(Br)cc1)C(=O)N1CCCC1)c1ccccc1F,1,3.0,-1.4,-1.0,-0.2,-2,-0.2,-6,0,-10,-0.7
Cc1ccc(NC2CCCN(C(=O)c3cccc(-c4ncc[nH]4)c3)C2)cc1C (centres undefined),0,5.6,-0.5,-0.9,-0.2,1,0.7,-4,1,-3,1.2
CC(C)CN1C(=O)[C@]2(CC(=O)N(C)C2c2ccccc2)c2cc(-n3cc(-c4ccccc4)nn3)ccc21 (some centres undefined),3,/,-3.2,-1.9,-1.7,5,-0.3,2,8,4,/
Cc1cccc(NC(=O)CN(c2ccc(C(C)C)cc2)S(=O)(=O)c2c(C)nn(C)c2C)n1,-26,1.9,-1.7,-1.8,-1.1,3,-3.9,6,3,5,0.3

# Gathered by group: those above containing a COOH group.
SMILES,sPLA2-III inh,GAA850 FXN act,hcDAF-12 act,ssDAF-12 act,DAX1 inh-1,ADAM17 inh,hgDAF-12 ag,ADAM10 inh,PLCg1 inh,PLC-beta3 inh,DAX1 inh-2
COc1ccc(CN(Cc2ccc(C(=O)O)cc2)C(=S)Nc2ccccc2F)cc1OC,-8,1.2,-0.4,-1.5,-0.6,2,-1.9,-2,0,1,0.6
C[C@@H]1CN([C@H](C)CO)C(=O)CCCn2nncc2CO[C@H]1CN(C)Cc1ccc(C(=O)O)cc1,10,0.3,-0.9,-0.9,-0.5,-4,-1.2,-1,1,4,-0.7

# Later entries.
SMILES,sPLA2-III inh,GAA850 FXN act,hcDAF-12 act,ssDAF-12 act,DAX1 inh-1,ADAM17 inh,hgDAF-12 ag,ADAM10 inh,PLCg1 inh,PLC-beta3 inh,DAX1 inh-2
COc1ccc(Cl)cc1NC(=O)CSc1nnc(C)c(=O)n1N,5,1.2,-0.1,-0.8,-0.4,-1,-0.4,5,1,0,0.8
Cc1ccc(C(=O)NCC(=O)NC2CCC(C)CC2)s1 (centres undefined),-2,1.9,-1.1,-1.6,-2.3,0,0.6,0,-2,-2,-0.4
CCCN(CC(=O)NC(=O)NC1CCCCC1)CC(=O)Nc1cc(Cl)ccc1Cl,-28,-0.1,-1.4,-0.6,-1.2,9.1*,-2.5,16,0,1,0.0
COc1ccc(C(CCNC(C)c2ccccc2)c2ccc(F)cc2)cc1 (centres undefined),4,-4.0,-0.1,-0.7,0.0,0,-3.1,3,7,3,-0.8
O=C(c1cc2cc(F)ccc2[nH]1)N1CCC(Cc2ccccc2)CC1,4,2.9,5.0,0.9*,0.3,-1,0.9,5,-3,-7,0.9
CN(C)c1ccc(/C=N\Nc2ccccn2)cc1,13,5.4,4.3,0.2,2.1,-14,9.0,-44,-13,-25,6.2*
CC(c1ccc(F)cc1)n1cc(C(=O)NCCN(C)C)nn1 (centres undefined),9,0.1,-0.8,-0.7,0.3,-1,-0.2,9,3,2,5.5*
CCCC1(C(=O)OCC)NC(c2ccc(N(C)C)cc2)C2C(=O)N(c3ccc(F)cc3)C(=O)C21 (centres undefined),4,-1.3,-0.7,-0.5,0.3,-3,-0.8,8,1,3,-0.9
CCOC(=O)C1CCCN(C(=O)c2cc3ncc(Br)cn3n2)C1 (centres undefined),21*,-0.2,-0.3,-1.5,-0.3,-3,-0.8,-9,-7,-4,0.7
CC(C)OC(=O)C(NC(=O)c1ccccc1)=C1CCCCC1,-1,2.5,-2.1,-1.4,-1.1,-2,-0.1,-6,1,2,1.0
CCN1CCN(c2oc(-c3ccc([N+](=O)[O-])cc3)nc2C#N)CC1,-1,-0.1,-0.6,-0.5,0.0,-3,3.5,-9,-5,-6,/
C[C@H]1CN([C@@H](C)CO)C(=O)c2cccc(NC(=O)Nc3ccc(C(F)(F)F)cc3)c2O[C@@H]1CN(C)S(=O)(=O)c1ccc(Cl)cc1,-12,-7.0,-0.9,-1.4,0.0,9.2*,-0.3,24*,6,-1,-1.2
Cc1ccc(N(CC(=O)N2CCCCCC2)S(C)(=O)=O)cc1,8,-1.2,1.5,-0.6,0.7,0,-0.3,-2,-2,6,1.1
CC1(C)CC(=O)C2=C(C1)Nc1ccccc1NC2c1ccccn1 (centres undefined),2,1.5,-1.2,-0.6,-0.1,-4,1.0,-1,0,1,-1.3
CN(C)NC(=O)c1csnc1-c1c(Cl)cccc1Cl,1,0.8,-0.9,-1.6,0.1,1,0.6,-2,4,-7,-2.0
COC(=O)c1cc(-c2ccc(C)c3ccccc23)c(=O)n2c1CCC2,-8,/,-1.3,-0.8,-0.4,-7,-2.9,-40,-7,-13,/
CC(=O)Nc1ccc(S(=O)(=O)Nc2nnc(CC(C)(C)C)s2)cc1,-10,-0.6,-0.8,-1.5,0.1,1,2.1,1,2,-2,1.0
Cc1nc(N2CCCCC2)sc1C(=O)c1ccc(SCCO)c([N+](=O)[O-])c1,-10,0.7,-4.2,-2.2,-2.2,1,-2.9,12,4,-1,-0.1
O=S(=O)(NCC1CCCO1)c1ccc(S(=O)(=O)N(Cc2ccc(F)cc2)C2CCCCC2)cc1 (centres undefined),5,0.7,-0.9,-1.4,0.1,-3,1.5,-8,-1,1,1.9
COc1ccc(-n2c(C(C)n3nc(C)c([N+](=O)[O-])c3C)n[nH]c2=S)cc1 (centres undefined),5,-3.8,-1.7,-1.0,-0.2,0,-0.4,0,-2,-1,0.4
O=C(Cc1cccs1)Nc1cccc(-c2ccc3nncn3n2)c1,3,0.2,-1.0,-1.6,0.6,-4,0.7,-5,-2,-6,-1.9
CCOC(=O)c1c(C)[nH]c(C(=O)N/N=C/c2ccc(Br)cc2)c1C,5,-1.8,-1.4,-0.3,0.0,-2,-5.0,-1,-1,-5,-0.7
CCc1cc(C(=O)N/N=C/c2ccc(O)cc2O)c2ccccc2n1,-8,-6.4,-4.9,-1.8,-8.6,-4,-11,4,-16,-27,0.5
CC(=O)Nc1ccc(SCCN2CC[C@@H](C)CCC2=O)cc1,5,-0.1,-0.5,-1.1,-0.5,-3,-0.9,-7,0,0,1.2
[O-][N+]1=C2CCC/C(=N\O)C2=NC12CCCCC2,-4,-0.8,1.7,-0.8,-0.1,0,-1.4,5,3,7,0.6
CCOC(=O)C1CCN(S(=O)(=O)c2ccc(Cl)s2)CC1,-3,1.3,-0.4,-1.4,-0.5,-2,1.1,0,1,-7,1.5
Cc1cc2occ(CC(=O)Nc3nnc(C4CC4)s3)c2cc1C,-2,0.1,-1.6,-1.3,-0.8,-3,-1.5,-7,-4,-5,0.4
CC(=O)NNC1=Nc2ccccc2N(C)C(C)C1 (centres undefined),4,1.5,4.9,-0.1,0.1,1,0.8,-1,1,-2,0.7
CC(C)C[C@H]1COc2cc(N3CCSCC3)ccc2S(=O)(=O)N1,5,/,-0.2,-1.5,2.7,0,2.1,-4,2,4,/

# Compounds listed so far containing bromine:
SMILES,sPLA2-III inh,GAA850 FXN act,hcDAF-12 act,ssDAF-12 act,DAX1 inh-1,ADAM17 inh,hgDAF-12 ag,ADAM10 inh,PLCg1 inh,PLC-beta3 inh,DAX1 inh-2
O=C(N/C(=C\c1ccc(Br)cc1)C(=O)N1CCCC1)c1ccccc1F,1,3.0,-1.4,-1.0,-0.2,-2,-0.2,-6,0,-10,-0.7
CCOC(=O)C1CCCN(C(=O)c2cc3ncc(Br)cn3n2)C1 (centres undefined),21*,-0.2,-0.3,-1.5,-0.3,-3,-0.8,-9,-7,-4,0.7
CCOC(=O)c1c(C)[nH]c(C(=O)N/N=C/c2ccc(Br)cc2)c1C,5,-1.8,-1.4,-0.3,0.0,-2,-5.0,-1,-1,-5,-0.7
